# Source: PubChem BioAssay
# mIDH1 inhibitor: qHTS for Inhibitors of mutant isocitrate dehydrogenase 1 (IDH1): qHTS. Isocitrate dehydrogenase [NADP] cytoplasmic (Homo sapiens), O75874. IDH1-R132H enzyme, NADPH consumption, diaphorase/resazurin fluorescence. Potency, µM (top dose mostly 76.6 µM), without a hit: at the top dose activity change, negative = inhibition, actives largely listed as inhibitors. 390,000 tested, 0.093% active; also: potency is read from the fitted curve at half-maximal effect; % is scaled to controls: 0 for no effect and ±100 for the full control effect; nearly all actives have a fitted effect of over 65% in size
# Target sequence (O75874 whole entry R132H, stated change not applied): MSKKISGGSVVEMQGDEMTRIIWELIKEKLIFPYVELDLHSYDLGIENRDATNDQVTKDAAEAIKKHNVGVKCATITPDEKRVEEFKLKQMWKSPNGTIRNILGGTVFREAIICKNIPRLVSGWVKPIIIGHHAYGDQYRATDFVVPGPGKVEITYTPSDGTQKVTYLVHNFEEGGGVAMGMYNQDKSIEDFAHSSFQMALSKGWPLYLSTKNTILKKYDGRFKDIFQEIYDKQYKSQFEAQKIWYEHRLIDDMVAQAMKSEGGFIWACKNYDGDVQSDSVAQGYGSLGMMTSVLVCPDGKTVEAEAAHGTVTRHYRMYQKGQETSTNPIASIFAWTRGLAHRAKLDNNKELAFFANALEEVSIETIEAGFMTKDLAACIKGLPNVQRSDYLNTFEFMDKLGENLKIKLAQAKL
#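 IDH1-R132H (0.5 ug/mL) preincubated 30 min with compound, then NADPH (0.016 mM) and alpha-KG (2 mM) added; 80 min at RT, pH 7.5. Remaining NADPH coupled via diaphorase/resazurin to fluorescence (540/590 nm); concentration-response curves normalized to no-enzyme control.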
# USP1 inh: Inhibitors of USP1/UAF1: Primary Screen; recombinant USP1/UAF1, Ub-Rhodamine cleavage fluorescence; 390,000 tested, 0.23% active; Potency, µM (doses to about 57.1 µM), for inactives: top-dose activity change, negative = inhibition, actives largely listed as inhibitors; AID 743255, 2014; Ubiquitin carboxyl-terminal hydrolase 1 (Homo sapiens), O94782; also: potency is read from the fitted curve at half-maximal effect; % is scaled to controls: 0 for no effect and ±100 for the full control effect; nearly all actives have a fitted effect of over 60% in size; inactives centre near -12
#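 USP1/UAF1 complex (1 nM) preincubated 15 min at room temperature with compound, then Ub-Rho substrate (150 nM final) added. Kinetic fluorescence at 480/540 nm over 6 reads at 60 s intervals; 50 mM HEPES pH 7.8, 0.5 mM EDTA, 0.1 mg/ml BSA, 1 mM TCEP, 0.01% Tween-20.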
# D2 agonist: HTS Assay for Allosteric Agonists of the Human D2 Dopamine Receptor: Primary Screen for Agonists; D(2) dopamine receptor (Homo sapiens), P14416; AID 485358, 2010; 340,000 tested, 0.53% active; activation, % at 2 µM; HEK293 T-REx D2 cells, calcium flux agonist mode;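 active = activation over 3 SD above normal in the single-dose calcium agonist read, cut at about 30% in these data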; also: 0% is about no effect
# Target sequence (P14416 whole entry, looked up): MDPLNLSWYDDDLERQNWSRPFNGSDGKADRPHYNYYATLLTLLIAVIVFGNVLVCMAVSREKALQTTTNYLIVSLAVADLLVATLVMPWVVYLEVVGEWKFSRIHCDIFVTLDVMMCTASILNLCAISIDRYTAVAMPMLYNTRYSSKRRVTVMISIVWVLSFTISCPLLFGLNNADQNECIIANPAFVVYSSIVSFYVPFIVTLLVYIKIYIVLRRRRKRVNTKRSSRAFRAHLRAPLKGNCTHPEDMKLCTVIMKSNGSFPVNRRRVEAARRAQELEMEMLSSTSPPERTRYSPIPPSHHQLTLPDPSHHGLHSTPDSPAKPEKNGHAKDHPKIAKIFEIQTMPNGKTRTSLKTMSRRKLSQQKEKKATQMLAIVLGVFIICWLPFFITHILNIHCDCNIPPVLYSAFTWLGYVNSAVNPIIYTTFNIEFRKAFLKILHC
#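 Tetracycline-induced HEK293 Trex cells with D2 receptor force-coupled to calcium signaling, plated overnight at 30 C and loaded with no-wash calcium dye. Calcium flux read kinetically for 180 s after compound addition; responses flag agonists.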
# TRHR enhancer: qHTS for Small Molecule Agonists and Allosteric Enhancers of Human TRH Receptor: Primary Screen for Enhancers; Thyrotropin-releasing hormone receptor (Homo sapiens), P34981; 360,000 tested, 0.66% active; AID 493056, 2011; enhancement, % at 2 µM; TRHR cells, fluo-8 calcium fluorescence, EC20 TRH enhancement; in the data active = enhancement above about 30%; also: 0% is about no effect
#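 TRHR-expressing cells loaded with fluo-8 calcium dye were read kinetically (ex 480/em 530) during compound addition, then stimulated with an EC20 of TRH (10 nM final). Enhancement of the Gq-mediated intracellular calcium response was scored.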
# PI4K2A inh: qHTS for small molecular inhibitors of PI4K2A; purified PI4K2A, ADP-Glo luminescence, 1 h; stronger effect = lower value; activity change, negative = inhibition, % at 76.9 µM; 420,000 tested, 0.13% active; AID 1346378, 2018; in the data active = activity change below about -50%; inconclusive = mostly about -30% to -49%;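 also: -100% = wells without enzyme as full effect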
#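 ADP-Glo luminescence measured ADP generated by PI4K2A enzyme (4 ug/mL before mixing) with 1.2 mM PI substrate (pre-mix) and 300 microM ATP (pre-mix). Tris pH7.5 buffer with MgCl2, Triton X-100; 1 h reaction at ambient temperature.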
# rTrxR1 inhibitor: qHTS Assay for Inhibitors of Mammalian Selenoprotein Thioredoxin Reductase 1 (TrxR1): qHTS. recombinant rTrxR1, NADPH fluorescence consumption, selenite substrate. Potency, µM (series often up to 114 µM), without a hit: at the top dose activity change, negative = inhibition, most hits filed as inhibitors. 390,000 tested, 1% active; also: potency is read from the fitted curve at half-maximal effect; % is scaled to controls: 0 for no effect and ±100 for the full control effect; nearly all actives have a fitted effect of over 65% in size
#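 Rat TrxR1 (90 nM in the dispensed reagent) was pre-reduced with 400 uM NADPH for 5 min at room temperature, then incubated with compound for 15 min. After 400 uM selenite was added, NADPH fluorescence (Ex 340/Em 450 nm) was followed for 8 min.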
# D2 antag: HTS Assay for Allosteric Antagonists of the Human D2 Dopamine Receptor: Primary Screen for Antagonists. 340,000 tested, 2% active. HEK293 TREx D2 cells, calcium flux, dopamine EC80. inhibition, % at 10 µM. AID 485344, 2010. D(2) dopamine receptor (Homo sapiens), P14416; in the data active = inhibition above about 30%; also: 0% is about no effect
#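 Measurement of antagonist activity uses fluorescent calcium dye in inducible HEK293 T-REx D2 cells: 10 s baseline, compound addition with 180 s read, EC80 dopamine addition with a further 180 s read.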
# TRHR ag: qHTS for Small Molecule Agonists and Allosteric Enhancers of Human TRH Receptor: Primary Screen for Agonists. Thyrotropin-releasing hormone receptor (Homo sapiens), P34981. activation, % at 2 µM. 360,000 tested, 0.18% active. TRHR cells, calcium flux fluo-8, FDSS agonist mode; in the data active = activation above about 30%; also: 0% is about no effect
#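 Agonist-mode FDSS calcium read (Ex 480/Em 530, 1 s cycles) in 1536-well TRHR cells with fluo-8 dye, after 10-cycle baseline and 23 nL compound addition; TRH at EC20 (10 nM final) added afterwards for the enhancer phase.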
# TrxR1 substrate: qHTS Assay for Substrates of Mammalian Selenoprotein Thioredoxin Reductase 1 (TrxR1): qHTS. Thioredoxin reductase 1, cytoplasmic (Rattus norvegicus), O89049. purified TrxR1 substrate turnover, NADPH consumption readout. Potency, µM (titrated, usually from 114 µM), for inactives: at the top dose activity change, negative = substrate turnover. 390,000 tested, 0.01% active. AID 588456, 2011; also: potency is read from the fitted curve at half-maximal effect; % is scaled to controls: 0 for no effect and ±100 for the full control effect; nearly all actives have a fitted effect of over 50% in size
#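 Rat TrxR1, dispensed at 90 nM, was prereduced with 400 uM NADPH (final) for 5 min at ~22 deg C, then incubated with compound 15 min before 400 uM selenite. A first-read NADPH fluorescence drop versus no-compound background flagged substrates.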
# Active calls of the source: *; ? = inconclusive; nt = not tested or not shown; & = joins results of further samples; [ ] = remark or other dose. Unless noted, calls follow the shape of the dose curve; as a rule, active = well fitted inhibition curve with a large enough effect; inconclusive = small, poorly fitted or top-dose-only effect; inactive = no such curve, though single readings can be large or run the other way.
SMILES,mIDH1 inhibitor,USP1 inh,D2 agonist,TRHR enhancer,PI4K2A inh,rTrxR1 inhibitor,D2 antag,TRHR ag,TrxR1 substrate
COc1ccc(C)cc1S(=O)(=O)NCCC1=CCCCC1,7%,?,0.9,-3,3,-4%,18,-1.1,-5%
Cc1ccc(C(=O)N2C3C=CC(C3)C2(C(F)(F)F)C(F)(F)F)cc1 (centres undefined),6%,-15%,1.3,-2,-3,8%,11,0.4,-4%
Cc1cccc(C)c1NC(=O)NCCSc1snnc1C,-2%,-24%,6.7,1,2,-6%,-1,-0.1,-11%
CCN(CC)S(=O)(=O)c1ccc(N/N=C(\C)c2cccnc2)nc1,16%,-10%,nt,0,-3,-13%,nt,1.8,-6%
O=C(CSc1ccc(Cl)cc1)Nc1ccccc1Oc1ccccc1,3%,-13%,0.9,-2,-3,40%[0.0914 µM],-2,0.9,0%
Cc1ccc(C2Nc3ccc4ccccc4c3C3=C2C(=O)CC(C)(C)C3)o1 (centres undefined),2%,-12%,-0.8,2,4,15%,12,-0.1,69%[activator]
Cc1cc(C)c2c(c1)/C(=N/NC(=O)c1ccc(O)cc1)CCC2,-5%,-18%,0.8,-1,2,12%[57.1 µM],12,-1.3,3%[57.1 µM]
Cc1ccc(S(=O)(=O)NC2CC2)cc1[N+](=O)[O-],-9%,-9%,nt,0,-4,13%,nt,0.3,0%
Cc1ccc(NC(=S)N(Cc2ccco2)C2CCN(C(C)C)CC2)cc1,2%,-7%,-1.1,-3,4,-24%,-8,-0.6,-10%
Cc1cccc(CCNC(=O)C2CCCN(S(=O)(=O)c3ccc4c(c3)oc(=O)n4C)C2)c1 (centres undefined),-4%,?,-0.8,-5,-3,27%,nt,-1.6,1%
Cc1ccc(NC(=O)C2COc3ccccc3O2)cc1S(=O)(=O)N1CCCCC1 (centres undefined),-12%,-27%,0.0,-2,-3,25%,-26,0.3,-3%
Cc1nnc(NC(=O)c2ccc3ccccc3c2)s1,-9%,-15%,-1.9,2,2,0%,-26,-0.2,0%
C=CCn1c(SCc2n[nH]c(=S)n2-c2ccccc2)nnc1-c1ccccc1,16%,-18%,-0.2,13,1,-14%,-20,0.4,9%
CCC(=O)N1CCc2cc(Br)cc(S(=O)(=O)N3CCC(C(=O)Nc4ccc(OC)cc4)CC3)c21,15%,-5%,-1.1,-3,-3,8%[57.1 µM],nt,-0.4,6%[57.1 µM]
Cc1[nH]c2ccccc2c1CCN(Cc1cccnc1)C(=S)Nc1ccc(F)cc1,-6%,-19%,0.6,-3,-4,-17%,-4,0.1,-12%
CCCCN(C)CCNC(=O)c1c[nH]c2ccc(S(=O)(=O)N(CC)CC)cc2c1=O,4%,-4%,0.3,4,5,-19%,8,0.5,4%
CC(=O)c1cnc(N(C)C)s1,-1%,-9%,-0.1,10,-2,-2%,-12,-0.1,-10%
O=C(COc1ccc(Cl)cc1Br)N1CCN(c2ncccn2)CC1,10%,-17%,0.0,-10,5,17%,8,0.6,7%
COc1ccccc1NC(=O)C1=C(C)Nc2nc(SC)nn2C1c1ccccc1Cl (centres undefined),-9%,?,0.2,-1,-5,-1%,nt,-1.5,-3%
COc1cccc(-n2cnc3sc(-c4ccccc4)cc3c2=O)c1,-3%,0%,nt,nt,3,11%,nt,nt,3%
CCN1C(=S)N[C@@H](CCc2ccccc2)[C@H](C(=O)OC)[C@H]1C,-10%,-20%,0.3,-4&-4,-1,2%,-13,-0.8&-0.2,8%
CCOC(=O)N1CCN(C(=O)c2cccc(NC(=O)c3ccco3)c2)CC1,3%,0%,-1.3,-2,-2,8%[57.1 µM],3,0.9,5%[57.1 µM]
COc1ccc2oc(=Nc3ccccc3)c(-c3nc4ccccc4[nH]3)cc2c1,-1%,-4%,0.7,8,-9,-6%,2,-0.4,-10%
COc1ccc(/C=N/OC(=O)Nc2ccc(Cl)cc2)c(OC)c1,-5%,-14%,-0.6,-10,9,-3%,-7,-0.1,-4%
CC(C)c1ccc(NC(=O)c2cccc(NC3=NC4CS(=O)(=O)CC4S3)c2)cc1 (centres undefined),-7%,-26%,-0.1,-5,-2,13%[57.1 µM],14,0.2,7%[57.1 µM]
Cc1ccc2c(c1)N(CC(=O)NCC1CCCO1)C(=O)CO2 (centres undefined),-1%,-23%,0.0,-2,2,12%,4,0.0,4%
Cc1ccc(C)c(N2CCN(S(=O)(=O)c3ccc4c(c3)CCCN4C(=O)C3CCC3)CC2)c1,0%,-17%,0.6,3,-2,17%[57.1 µM],nt,-0.1,3%[57.1 µM]
CCS(=O)(=O)N1Cc2ccccc2CC1C(=O)Nc1ccc(OC)cc1 (centres undefined),3%,-3%,1.0,24,-3,8%,-16,0.5,1%[57.1 µM]
Cc1sc2c(c1C)C(O)=C(C(=O)Nc1ccccc1)S(=O)(=O)N2C,12%,-1%,-1.8,1,-3,?,10,-0.7,-9%
Cc1ccc(N/C=C(/C#N)c2ccsc2)cc1,1%,-13%,0.5,-3,2,1%[57.1 µM],0,-0.2,4%[57.1 µM]

# 4 entries from above, ordered by the value under TRHR ag, falling.
structure | TRHR ag
CCS(=O)(=O)N1Cc2ccccc2CC1C(=O)Nc1ccc(OC)cc1 (centres undefined) | 0.5
Cc1ccc(C)c(N2CCN(S(=O)(=O)c3ccc4c(c3)CCCN4C(=O)C3CCC3)CC2)c1 | -0.1
Cc1ccc(N/C=C(/C#N)c2ccsc2)cc1 | -0.2
COc1ccc2oc(=Nc3ccccc3)c(-c3nc4ccccc4[nH]3)cc2c1 | -0.4

# New compounds follow.
SMILES,mIDH1 inhibitor,USP1 inh,D2 agonist,TRHR enhancer,PI4K2A inh,rTrxR1 inhibitor,D2 antag,TRHR ag,TrxR1 substrate
Cc1ccc(S(=O)(=O)Nc2ccc3[nH]ccc3c2)cc1,14%,-9%,-1.9,2,4,-15%,-5,-0.2,-7%
CC1(C)CC(=O)C=C(NCC(=O)O)C1,-1%,?,-0.2,1,2,12%,9,0.1,10%
CC(c1nc2scc(-c3ccccc3)c2c(=O)[nH]1)N1CCN(CC(=O)NC2CC2)CC1 (centres undefined),9%,-4%,0.2,-4,-3,2%,-2,0.4,0%
Cc1ccnc2nc(C(=O)OCC(=O)N3CC(C)CC(C)C3)nn12 (centres undefined),-4%,-22%,0.4,-2,0,14%,-8,0.1,4%
COc1ccccc1CNC(=O)C1CCN(c2nnc(C)c3c(C)n(-c4ccccc4)nc23)CC1,nt,-21%,nt,0,4,13%,nt,-2.3,14%
CCOC(=O)Cn1c(=O)n(-c2ccccc2OC)c2nc(-c3ccc(C(C)C)cc3)nc(C(N)=O)c21,-8%,-23%,-0.4,0,-4,6%[57.1 µM],nt,0.7,11%[57.1 µM]
COc1ccccc1CNC(=O)COC(=O)C1=COCCO1,1%,-6%,0.7,5,0,-17%,-13,-0.1,-14%
Cn1c(CCN2CCCCC2)nc2cc(NC(=O)C3CCCCC3)ccc21,11%,-1%,0.8,11,1,-3%,-14,0.2,1%
O=C(Nc1ccc(OC(F)(F)C(F)F)c(NC(=O)c2ccc(F)cc2)c1)c1ccc(F)cc1,8%,-11%,nt,nt,-1,9%,nt,nt,8%
COc1ccc(S(=O)(=O)N(C)CC(=O)NCCC2=CCCCC2)cc1OC,8%,2%,-4.2,0,2,21%,-6,-0.8,-1%
CCN(Cc1ccncc1)C(=O)c1ccc(C)c(S(=O)(=O)N2CCCCC2)c1,6%,-11%,nt,nt,-2,0%,nt,nt,-1%
Cc1cccc(C)c1NC(=O)COC(=O)C1CC1,2%,-17%,0.8,4,-1,0%,-7,0.8,-1%
Cc1nnc(NC(=O)c2ccc(F)c(S(=O)(=O)N3CCCCC3)c2)s1,-2%,-2%,0.4,-3,0,-12%,6,1.6,-15%
O=C1O[C@@H](c2ccc(O)cc2)Cc2cccc(O)c21,22%,-18%,-0.3,7,-3,10%[57.1 µM],6,-0.5,9%[57.1 µM]

# 2 successive records from above:
SMILES,mIDH1 inhibitor,USP1 inh,D2 agonist,TRHR enhancer,PI4K2A inh,rTrxR1 inhibitor,D2 antag,TRHR ag,TrxR1 substrate
Cc1nnc(NC(=O)c2ccc(F)c(S(=O)(=O)N3CCCCC3)c2)s1,-2%,-2%,0.4,-3,0,-12%,6,1.6,-15%
O=C1O[C@@H](c2ccc(O)cc2)Cc2cccc(O)c21,22%,-18%,-0.3,7,-3,10%[57.1 µM],6,-0.5,9%[57.1 µM]
